# Bioassay records as filed in PubChem.
# procasp3 activ: activators of human procaspase-3 D3A mutant, primary screen, biochemical, absorbance, PC-3 D3A mutant, single concentration; 330,000 compounds, 0.11% hits; AID 463141, 2010; activation, % at 8.5 µM; Caspase-3 (Homo sapiens), P42574; recombinant procaspase-3 D3A, Ac-DEVD-pNA absorbance 405 nm;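 active = activation above the mean of all tested compounds plus 3 SD, cut at about 21% in these data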;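 note: 0% = DMSO alone and 100% = DMSO wells spiked with extra 5 µM PC-3 D3A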
# Target sequence (P42574 whole entry D9A/D28A/D175A): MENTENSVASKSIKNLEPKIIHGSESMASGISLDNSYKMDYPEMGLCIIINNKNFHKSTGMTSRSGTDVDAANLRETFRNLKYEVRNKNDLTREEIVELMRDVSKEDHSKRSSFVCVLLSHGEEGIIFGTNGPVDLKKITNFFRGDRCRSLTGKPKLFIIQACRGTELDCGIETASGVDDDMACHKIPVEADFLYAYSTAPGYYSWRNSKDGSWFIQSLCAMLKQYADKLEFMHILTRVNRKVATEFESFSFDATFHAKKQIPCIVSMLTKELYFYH
#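 Assay system: Procaspase-3 D3A mutant, all three cleavage aspartates alanine. Buffer or medium: Zinc-free HEPES saline buffer with Triton X-100. Times: 1 h compound preincubation, 2 h substrate hydrolysis at 25 °C. Measured by: 405 nm absorbance of p-nitroaniline, reads at 0 and 120 min. Read-out basis: percent activation relative to control range. Replicates: singlicate.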
# AHR activator: AHR activators, primary screen, cell-based, luminescence, luciferase reporter, human; AHR-responsive luciferase reporter cells; activation, % at 5 µM; Aryl hydrocarbon receptor (Homo sapiens), P35869; AID 2796, 2010; 320,000 compounds, 2.5% hits; in the data active = activation above about 47%;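 note: 0% = vehicle wells and 100% = reference agonist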
# procasp7 counter: procaspase-7 activators, primary screen, counter-screen for procaspase-3 activator project, biochemical, absorbance, HTS, human. 330,000 compounds, 0.093% hits. activation, % at 8.5 µM. Caspase-7 (Homo sapiens), P55210. AID 463210, 2010. recombinant procaspase-7, Ac-DEVD-pNA absorbance 405 nm; D23A/D198A/D206A triple mutant, cannot self-cleave; scale: DMSO 0, 5 µM enzyme 100;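 active = percent activation above the screen-wide mean plus 3 SD, cut at about 25% in these data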
# Target sequence (P55210 whole entry D23A/D198A/D206A): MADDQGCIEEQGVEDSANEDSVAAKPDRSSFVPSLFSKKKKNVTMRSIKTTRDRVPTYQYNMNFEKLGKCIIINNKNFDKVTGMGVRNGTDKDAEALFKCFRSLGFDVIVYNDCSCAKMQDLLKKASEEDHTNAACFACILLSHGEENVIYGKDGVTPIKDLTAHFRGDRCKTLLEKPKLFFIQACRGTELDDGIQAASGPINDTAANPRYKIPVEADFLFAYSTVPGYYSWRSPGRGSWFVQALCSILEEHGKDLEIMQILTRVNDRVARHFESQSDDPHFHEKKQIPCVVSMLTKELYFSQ
#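 Assay system – Uncleavable procaspase-7 mutant enzyme · Quantity – 2 µM procaspase-7 mutant as dispensed · Times – 1 h preincubation, 2 h reaction · Dosing – single nominal 8.5 µM compound dose, 0.8% DMSO final · Buffer or medium – Zinc-free 50 mM HEPES buffer, pH 7.4, with NaCl and Triton X-100 · Detection – Epi-absorbance of released pNA at 405 nm, two timepoints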
# LAP4 TOR yeast: modulators of LAP4-GFP expression in yeast, primary screen, S. cerevisiae, multiplex flow cytometry, MLPCN library. 3 h; median GFP as percent of DMSO wells. GFP response vs DMSO, % at 10 µM. 320,000 compounds, 0.34% hits;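 active = GFP response vs DMSO above a set limit, about the screen mean plus 3 SD, cut at about 150% in these data; inconclusive = under 70 cell events counted for the yeast strain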
# MEP2-GFP yeast: modulators of MEP2-GFP levels in yeast, primary screen, S. cerevisiae, multiplex flow cytometry, MLPCN library; S. cerevisiae MEP2-GFP strain, 3 h; 100% = DMSO control level; GFP response vs DMSO, % at 10 µM; 330,000 compounds, 0.51% hits;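 active = GFP response versus DMSO above a set limit, roughly screen mean plus 3 SD, cut at about 180% in these data; inconclusive = fewer than 70 cells counted for a yeast strain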;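 note: median GFP fluorescence of the barcode-gated MEP2-GFP cells per well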
# RPL19A TOR yeast: RPL19A-GFP expression modulators in yeast, primary screen, cell-based, S. cerevisiae, multiplex flow cytometry, MLPCN; S. cerevisiae RPL19A-GFP strain, 3 h; hits give low values; percent response vs DMSO, % at 10 µM; 330,000 compounds, 0.3% hits;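 active = percent response vs DMSO below 50%; inconclusive = fewer than 70 events counted for the yeast strain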;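 note: median channel GFP fluorescence of the barcoded RPL19A-GFP strain; ratio of sample median GFP to plate DMSO average so 100% = DMSO; lower means less RPL19A-GFP as with rapamycin TOR inhibition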
# AGP1 TOR yeast: modulators of AGP1-GFP expression in yeast TOR pathway, primary screen, cell-based, multiplex flow cytometry, S. cerevisiae, MLPCN library. 3 h; GFP as percent of DMSO wells. GFP response vs DMSO, % at 10 µM. 320,000 compounds, 0.02% hits. AID 2066, 2009;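 active = GFP response relative to DMSO above a set limit, near screen average plus 3 SD, cut at about 150% in these data; inconclusive = fewer than 70 cells counted for the yeast strain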;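 note: median GFP channel fluorescence of the gated AGP1 strain per well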
# CIT2-GFP yeast: modulators of CIT2-GFP expression in yeast, primary screen, S. cerevisiae, GFP fusion, multiplex flow cytometry, MLPCN library. 320,000 compounds, 0.065% hits. GFP response vs DMSO, % at 10 µM. S. cerevisiae CIT2-GFP strain, 3 h; 100 means same as DMSO wells;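 active = GFP response relative to DMSO above a set limit, near the screen mean plus 3 SD, cut at about 150% in these data; inconclusive = Fewer than 70 cells measured for a yeast strain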;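 note: ratio of well median GFP fluorescence to mean of DMSO wells on the plate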
# * = called active by the depositor; ? = inconclusive; . = no result given; [ ] = remark or other dose.
SMILES,procasp3 activ,AHR activator,procasp7 counter,LAP4 TOR yeast,MEP2-GFP yeast,RPL19A TOR yeast,AGP1 TOR yeast,CIT2-GFP yeast
CCCCOC(=O)C(C)Oc1ccc(=O)n(-c2ccccc2)n1 (configuration not stated),1,1,0,88,89,86,90,86
Cc1ccc(-c2nn(-c3ccccc3)cc2/C=C2\SC(=S)N(CCCCCC(=O)O)C2=O)o1,-30,2,-23,99,91,97,100,97
CN(Cc1cccs1)S(=O)(=O)c1cccs1,-7,-5,12,113,98,98,86,97
C/C(N)=C(/C#N)C(=O)COC(=O)Cc1coc2ccc3ccccc3c12,-6,3,5,104,102,100,96,95
CC(=O)c1cn(C)c(=O)c2ccccc12,9,-1,8,115,103,100,116,99
Cn1c(=O)c(C(=O)c2ccccc2)nc2ccccc21,9,12,-1,91,93,92,95,95
Cn1cc(CCNC(=O)CCc2nnc(CCCCc3ccccc3)o2)cn1,0,-1,7,98,101,96,102,98
COc1ccc(CNC(=S)Nc2cc(C)ccc2C)cc1,-6,0,-8,99,101,94,97,100
CC(C)c1cc(C(=O)OCC(=O)N2CCN(C(=O)c3ccco3)CC2)c(O)c(C(C)C)c1,-13,-1,2,96,106,106,99,98
O=C(O)c1ccc2oc(=O)c(S(=O)(=O)c3ccccc3)cc2c1,7,3,2,85,86,89,86,94
CS(=O)(=O)N(CC(=O)Nc1ccc(F)cc1F)C1CCCCC1,-4,3,-6,103,99,99,98,93
C=C1Cn2c(nnc2-c2ccc(Cl)cc2)S1,4,7,-4,104,106,100,101,101
COC(=O)c1ccc(Nc2nnc(-c3ccc(C)c(S(=O)(=O)NCC4CCCO4)c3)c3ccccc23)cc1 (configuration not stated),-3,-2,-1,97,104,106,105,101
Cc1cccc(NC(=O)CSc2nc3ccccc3c(=O)n2CC2CCCO2)c1 (configuration not stated),-1,2,-3,88,93,94,91,85
CCn1c(SCC(=O)c2ccc(Br)cc2)nnc1C(C)NC(=O)Cc1ccc(OC)cc1 (configuration not stated),4,-1,-2,102,101,105,.,107
Cc1cc2oc(=O)cc(CN3CCOCC3)c2cc1C,-5,-1,-3,106,103,104,96,104
COc1ccc(-n2cc(CNCCc3cscn3)c(-c3ccccc3Cl)n2)cc1,-6,5,-3,102,96,95,101,92
CCOC(=O)CCNC(=O)N1CCCC(C(=O)c2cccc(Cl)c2)C1 (configuration not stated),-3,8,7,90,103,102,101,108
N#Cc1c(NCc2ccccc2)ccnc1NCc1cccnc1,-2,8,-7,104,103,97,98,99
CC(C)c1ccc(NC(=O)COC(=O)CSc2nnc(N)s2)cc1,1,1,8,95,105,109,103,104
COC(=O)c1ccc(S(=O)(=O)N2CCc3ccccc3C2)cc1,-3,0,3,95,113,106,106,100
COc1ccc2cc(C(c3nnnn3CC3CCCO3)N3CCOCC3)c(=O)[nH]c2c1 (configuration not stated),0,0,10,98,100,100,95,102
CC(C)n1cc(NC(=O)c2cc(-c3ccccc3)on2)cn1,2,0,9,103,95,99,103,96
OC(CSc1ccccc1Cl)CN1CCN(c2ccc(F)cc2)CC1 (configuration not stated),0,-5,-2,99,92,99,103,103
Cc1cc(=O)[nH]c(-c2cccs2)n1,-3,-3,7,101,116,99,103,99
Cc1cc(C)cc(C(=O)OCC(=O)N2CCCC2)c1,2,1,-5,102,106,106,105,104
CC(C)c1ccc2oc(-c3ccc(NC(=O)c4ncn[nH]4)cc3)nc2c1,1,23,3,113,105,97,105,100
Cc1cc(NC(=O)Nc2cccc3ccccc23)no1,-5,38,0,108,103,102,97,96
COCCCN(C(=O)Nc1ccccc1)C(C)c1ccncc1 (configuration not stated),2,-1,2,121,94,99,95,103
CCCc1cc(=O)[nH]c(SCC(=O)C(C)(C)C)n1,-1,3,4,99,97,102,96,94
COc1ccc(S(=O)(=O)N2CCCCCC2)cc1C(=O)Nc1cc(C)ccn1,1,5,1,102,97,96,94,87
CC(Cl)C(=O)Nc1c2c(nn1-c1ccccc1)CSC2 (configuration not stated),-3,1,3,97,84,94,105,94
O=C(Cc1cccs1)NCc1ccncc1,11,-2,-1,105,103,95,98,103
O=c1[nH]nc2c3ccccc3cnn12,6,0,2,100,103,100,104,104
CCCCn1c(N)c(N(CCOC)C(=O)COC(=O)COc2c(C)cc(C)cc2C)c(=O)[nH]c1=O,-2,-1,8,104,102,97,105,104
Cc1c(-n2c(SC(C)C(=O)NC(N)=O)nc3ccccc3c2=O)c(=O)n(-c2ccccc2)n1C (configuration not stated),1,2,4,97,103,101,106,100
O=C(c1ccc(SCc2cccc(Br)c2)c([N+](=O)[O-])c1)N1CCN(c2ccccn2)CC1,10,4,1,111,98,99,104,94
Cc1nc(-c2ccc(-c3ccon3)s2)no1,14,-4,4,111,103,99,99,102
NC(=O)c1ccccc1NC(=O)CC12CC3CC(CC(C3)C1)C2,5,3,10,90,115,109,112,114
COc1cc(OC)c(C(=O)NCCCn2ccnc2)cc1OC,8,22,-4,107,102,99,102,101

# One compound at a time, from the list above. Order of values: procasp3 activ, AHR activator, procasp7 counter, LAP4 TOR yeast, MEP2-GFP yeast, RPL19A TOR yeast, AGP1 TOR yeast, CIT2-GFP yeast
# Listed for `Cc1c(-n2c(SC(C)C(=O)NC(N)=O)nc3ccccc3c2=O)c(=O)n(-c2ccccc2)n1C` (configuration not stated) = 1, 2, 4, 97, 103, 101, 106, 100
# Listed for `O=c1[nH]nc2c3ccccc3cnn12` = 6, 0, 2, 100, 103, 100, 104, 104
# Listed for `NC(=O)c1ccccc1NC(=O)CC12CC3CC(CC(C3)C1)C2` = 5, 3, 10, 90, 115, 109, 112, 114
# Listed for `CC(C)c1ccc2oc(-c3ccc(NC(=O)c4ncn[nH]4)cc3)nc2c1` = 1, 23, 3, 113, 105, 97, 105, 100

# An excerpt from above with just procasp3 activ, AGP1 TOR yeast and AHR activator:
SMILES	procasp3 activ	AGP1 TOR yeast	AHR activator
CCCCn1c(N)c(N(CCOC)C(=O)COC(=O)COc2c(C)cc(C)cc2C)c(=O)[nH]c1=O	-2	105	-1
Cc1c(-n2c(SC(C)C(=O)NC(N)=O)nc3ccccc3c2=O)c(=O)n(-c2ccccc2)n1C (configuration not stated)	1	106	2
O=C(c1ccc(SCc2cccc(Br)c2)c([N+](=O)[O-])c1)N1CCN(c2ccccn2)CC1	10	104	4

# Next records.
SMILES,procasp3 activ,AHR activator,procasp7 counter,LAP4 TOR yeast,MEP2-GFP yeast,RPL19A TOR yeast,AGP1 TOR yeast,CIT2-GFP yeast
Cc1nn(Cc2ccccc2)c(Cl)c1/C=N/NC(=O)CNc1cccc(C(F)(F)F)c1,4,33,-7,109,107,108,104,98
CSc1ccc(C(=O)C2CCCN(C(=O)c3csc(C(C)=O)c3)C2)cc1 (configuration not stated),7,1,14,105,90,96,100,98
COc1ccccc1NCC(=O)N/N=C/C=C/c1ccccc1,7,12,1,97,112,110,106,112
COc1ccc(-n2nnnc2/C=C/Nc2cc(C(F)(F)F)ccc2OC)cc1,-8,7,9,110,98,94,100,95
Cc1cccc(C)c1OCc1nc2ccccc2[nH]1,2,44,-5,87,107,98,90,103
Cc1cc(OCCN2CCCC2)cc(C(C)C)c1,3,0,1,96,100,98,101,99
O=C(COc1ccccc1Cl)Nc1nc(-c2ccncc2)cs1,4,11,0,100,97,97,100,92
CC(C)=CCN1CCN(Cc2ccc(C)s2)CC1CCO (configuration not stated),1,0,3,111,101,125,105,116
OCC1(Cc2ccccc2F)CCCN(CCc2ccccc2)C1 (configuration not stated),7,3,6,103,121,99,103,106
Cc1ccc2[nH]c(O)c(N=NC(=O)C(C)n3cnc4ccccc4c3=O)c2c1 (configuration not stated),7,88*,5,106,106,104,102,96
CSc1ccccc1-n1nnnc1SCC(=O)Nc1ccccc1C,8,-2,-7,97,100,.,95,99
O=C(O)C1CCCC2CN3CCc4c([nH]c5ccccc45)C3C(O)C21 (configuration not stated),7,11,6,98,109,111,106,108
Clc1ccc(CN2CCC(Cc3ccccc3)CC2)cc1,4,2,1,104,104,104,102,103
CN1CC(=O)Nc2ccc([N+](=O)[O-])cc2C1=O,-6,0,-11,97,112,106,106,104
O=C(Nc1ccc(Oc2cccnc2)cc1)c1ccc([N+](=O)[O-])cc1,5,-6,0,95,105,105,106,112
COc1ccc2nc(/C=N/NC(=O)CCNC(=O)OC(C)(C)C)ccc2c1,-2,12,2,106,105,104,108,101
CCc1nc2cccnc2n1-c1ccc(CC(=O)NC(C)CC)cc1 (configuration not stated),.,.,.,101,107,104,104,103
COc1ccc(NC2=CC(=O)CC(c3ccc(C)cc3)C2)c(OC)c1 (configuration not stated),-3,0,-5,100,104,101,101,111
COc1cc(NC(=O)c2ccccc2Cl)c(OC)cc1NC(=O)CN1CCOCC1,12,-4,7,92,101,96,92,88
COCCNS(=O)(=O)c1ccc2c(c1)C(=NO)c1cc(S(=O)(=O)NCCOC)ccc1-2,4,4,4,102,99,101,99,99
O=C(NCCCn1ccnc1)c1cc2c(s1)CCCCC2,7,19,1,101,98,100,103,104
COc1cc(NC(=O)COn2nnc3ccc(S(C)(=O)=O)cc32)cc(OC)c1,-7,24,4,92,92,89,93,88
CCCNC(=O)Nc1cccc(NC(C)=O)c1,7,1,1,?,?,?,?,96[may fluoresce red]
C=CCn1c(SCC(=O)NCC2CCCO2)nc2sc(C)c(C)c2c1=O (configuration not stated),-3,-1,-2,82,111,110,99,.

# This is a random part of the collection; overall some 3.5% were active at least once.
